CASP6 VEID inh – inhibitors of human caspase-6; P55212; purified caspase-6, Z-VEID-R110 cleavage fluorescence; inhibition, % at 12.5 µM; 0.53% of 350,000 active;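 active = mean inhibition across replicates at least about 35%, with every replicate also reaching that limit, limit read from the data; inconclusive = only one of the two criteria met; inactive = neither criterion met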;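 also: 0% = median of neutral control wells and 100% = no fluorescence left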
Target sequence (P55212 24-179 limits assumed): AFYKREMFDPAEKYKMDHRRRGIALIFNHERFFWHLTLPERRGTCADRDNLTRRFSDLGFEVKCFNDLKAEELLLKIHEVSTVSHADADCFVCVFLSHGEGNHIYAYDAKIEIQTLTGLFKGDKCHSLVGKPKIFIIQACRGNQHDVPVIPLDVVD
Target sequence (P55212 194-293 limits assumed): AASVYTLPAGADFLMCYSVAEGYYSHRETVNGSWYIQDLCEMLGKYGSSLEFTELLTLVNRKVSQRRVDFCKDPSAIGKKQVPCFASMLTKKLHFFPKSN
E-sel inducer – E-selectin induction on HUVECs | HUVEC E-selectin immunofluorescence imaging; normalized: neutral wells 0, TNF-alpha wells 100 | 0.37% of 260,000 active | AID 686992 | activation, % at 7.58 µM | P16581;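 active = mean E-selectin-positive cell signal at least 10% of the positive control, reached in at least 60% of replicates, without over 20% cell loss; inconclusive = no rule given, readout overlaps actives, possibly toxicity-flagged; inactive = the rest, including those meeting only one limit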;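 also: in these data hits start at about 27%; measured in HUVEC primary endothelial cells; signal is the percent of cells scored E-selectin positive by PE staining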
Target sequence (P16581 whole entry, looked up): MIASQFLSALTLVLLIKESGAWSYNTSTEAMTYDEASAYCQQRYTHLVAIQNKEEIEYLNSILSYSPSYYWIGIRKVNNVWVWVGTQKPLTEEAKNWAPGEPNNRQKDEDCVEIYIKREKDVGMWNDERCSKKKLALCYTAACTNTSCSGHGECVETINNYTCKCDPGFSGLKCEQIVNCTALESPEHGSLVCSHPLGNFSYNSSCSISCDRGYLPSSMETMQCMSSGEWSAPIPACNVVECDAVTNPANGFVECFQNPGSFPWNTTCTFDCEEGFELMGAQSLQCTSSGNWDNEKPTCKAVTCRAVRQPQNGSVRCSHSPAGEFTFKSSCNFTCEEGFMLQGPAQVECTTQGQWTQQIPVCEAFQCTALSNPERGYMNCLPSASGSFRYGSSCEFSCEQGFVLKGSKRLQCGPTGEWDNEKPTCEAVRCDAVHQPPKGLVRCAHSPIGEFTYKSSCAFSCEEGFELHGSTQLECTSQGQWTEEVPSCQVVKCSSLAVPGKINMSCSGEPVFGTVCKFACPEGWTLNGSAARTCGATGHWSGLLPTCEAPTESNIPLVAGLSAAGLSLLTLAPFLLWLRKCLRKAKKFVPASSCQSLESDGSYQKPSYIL
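Test system: HUVEC; input: 3,000 HUVEC/well; measured by: immunofluorescence imaging; read-out: % PE-positive cells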
RAD52 inh – RAD52 (human) annealing inhibition | P43351 | recombinant RAD52 DNA annealing, FRET fluorescence | inhibition, % at 18.7 µM | 0.46% of 360,000 active;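 active = every replicate showing at least 50% inhibition; inconclusive = mean inhibition at least 50% but not in every replicate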
ERp5 inh – inhibitors of human ERp5. Q15084. ERp5 insulin aggregation, absorbance 650 nm, 90 min. 0.05% of 350,000 active. inhibition, % at 9.99 µM;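 active = mean replicate inhibition above about 25%, with every replicate also reaching it, limit read from the data, passing the limit was not always enough; inconclusive = only one of those two criteria met; inactive = neither criterion met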
PglD inh – blocks C. jejuni PglD acetyltransferase activity; purified PglD enzyme, DTNB colorimetric CoA detection; AID 602405; inhibition, % at 12.5 µM; 0.098% of 360,000 active; in the data active = inhibition above about 16%, passing the limit was not always enough; inconclusive = no clear call, values can overlap the other calls; also: strong numbers were not always called active
esBAF inh – SWI/SNF esBAF complex inhibition. mouse ES cells, Bmi1-luciferase knock-in reporter, 24 h; 100% = twice the neutral-well signal. reporter increase, % at 12.5 µM. 2% of 350,000 active. AID 602393; in the data active = activation above about 40%; inconclusive = no clear call, values can overlap the other calls;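 also: 0% = median of the plate's neutral control wells and 100% = double that signal; a rise in the Bmi1 reporter signal indicates esBAF inhibition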
RAD54 branch – blocks human RAD54 Holliday junction branch migration; inhibition, % at 10.4 µM; FAM/BHQ fluorescence; Q92698; 0.14% of 360,000 active; AID 602329;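 active = mean normalized replicate activity at least 40 and at least half of replicates scoring 40 or more; inconclusive = only one of the two criteria met; inactive = mean below 40 and under half of replicates reaching 40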;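 also: 0% = median of neutral control wells and 100% = median of positive control wells; inhibitors cause a drop in the FAM fluorescence signal; in these data hits start at about 50%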
ARNT-TACC3 inh – ARNT/TACC3 interaction disruption. Q9Y6A5. AlphaScreen His-ARNT PAS-B/GST-TACC3 binding, luminescence; TACC3 fragment carries E629A point mutation. inhibition, % at 9.99 µM. 0.66% of 390,000 active. AID 623870;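 active = mean inhibition of replicates at least 50% and at least half of replicates each reaching 50%; inconclusive = half or more replicates reach 50% but mean below 50%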;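 also: 0% = complete ARNT plus TACC3 wells and 100% = ARNT alone without TACC3; many hits fall short of the cut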
An asterisk follows results filed as active; ? = inconclusive; . = not tested or not shown; & = joins results of further samples.

Order of results – CASP6 VEID inh	E-sel inducer	RAD52 inh	ERp5 inh	PglD inh	esBAF inh	RAD54 branch	ARNT-TACC3 inh
COc1cc(C)c(C2NC(=O)c3ccccc3N2)cc1C (centres undefined)
→ -1.2	.	-1.0	0.6	.	.	.	-4.2
CSC(=CC(=O)c1ccc(F)cc1)SC
→ 0.4	.	6.3	4.8	.	.	.	-14.9
Cc1ccc(C(=O)N2N=C(c3ccccc3)CC2(O)C(F)(F)F)o1 (centres undefined)
→ 1.6	.	-12.6	1.1	-2.9	11.8	-6.8	.
O=C(CCc1ccccc1)NCCS(=O)(=O)N1CCN(c2ccccc2)CC1
→ 0.8	-0.2	-9.0	4.3	0.0	-3.1	-0.9	-3.7
CCOC(=O)c1ccc2c(c1)n(CC)c(C)[n+]2CC
→ 5.5	.	-2.6	-3.8	.	.	.	-5.6
COc1cc(C2NC(=S)NC3=C2C(=O)CCC3)ccc1O (centres undefined)
→ .	.	-8.9	2.9	-3.6	-5.2	0.4	-1.9
COc1ccc(S(=O)(=O)Nc2ccccc2C(=O)N2CCCC2)cc1OC
→ -0.3	.	-2.9	?	-2.7	.	-5.7	6.7
COc1ccccc1-c1nc(SCC(=O)N(C)c2ccccc2)c2c(=O)n(C)c(=O)n(C)c2n1
→ -4.5	5.8	-7.1	0.2	6.0	5.2	-8.7	-3.3
CCCCNC(=S)N/N=C/c1ccc(C)s1
→ .	.	.	.	5.4	18.1	5.9	7.7
O=C(CN1CCOCC1)NCC[C@H]1CC[C@@H](NC(=O)c2ccc3c(c2)OCO3)[C@@H](CO)O1
→ -0.1	0.1	-4.6	2.9	-0.7	-1.4	5.2	1.4
COCCCn1c(SCC(=O)NCc2ccco2)nc2sc3c(c2c1=O)CCC3
→ .	0.2	.	.	6.8	-4.1	-17.2	-7.6
COCCNC(=O)C1CCCN(C(=O)/C=C/c2ccccc2)CC1 (centres undefined)
→ 1.1	1.2	-2.8	3.3	-0.6	6.9	-3.0	.
Fc1ccc(NC(=S)Nc2ccccc2N2CCOCC2)cc1Cl
→ -7.4	2.0	-5.5	1.8	.	.	.	-1.2
CCOC(=O)c1sc2ncn(C(CC)C(=O)OCC)c(=O)c2c1C (centres undefined)
→ .	.	.	.	-4.1	-0.1	-6.2	4.2
CC(C)NC(=O)Nc1ccc2c(c1)CC(=O)N([C@@H](C)CO)C[C@@H](C)[C@H](CN(C)S(=O)(=O)c1ccc(F)cc1)O2
→ 1.7	5.9	0.9	-1.4	-0.8	-1.6	10.4	-9.2
CC1Cc2ccccc2N1C(=O)Cn1cc(C(F)(F)F)ccc1=O (centres undefined)
→ 0.6	0.2	-14.1	5.3	0.7	5.2	2.3	.
CC(OC(=O)Cc1c[nH]c2ccccc12)C(=O)NC1CCCCC1C (centres undefined)
→ -1.4	.	-3.0	-1.3	0.1	-0.6	0.1	-8.5
CCn1cc(C2Nc3ccccc3C(=O)N2O)c(C)n1 (centres undefined)
→ .	.	.	.	3.5	31.4	-17.5	6.0
N#Cc1ccsc1NC(=O)CN1CCCCC1
→ 3.4	.	-28.0	-7.6	2.4	5.5	-4.5	10.7
CCN(CC)CCN(Cc1cc2ccc(C)c(C)c2[nH]c1=O)C(=S)NCc1ccco1
→ -2.6	.	17.5	6.5	.	.	.	8.7
Cc1nc([N+](=O)[O-])cn1-c1nc2ccccn2c1[N+](=O)[O-]
→ -9.1	.	-8.4	2.1	.	-0.4	-1.2	-9.1
Cc1nn(C)c(C)c1NS(=O)(=O)c1ccc(Cl)s1
→ 0.7	0.5	-14.3	-0.5	3.4	-8.1	2.4	.
COc1ccc(CNC(=O)C(=O)NCC2OCCCN2S(=O)(=O)c2cccs2)cc1 (centres undefined)
→ 7.7	0.6	-7.6	1.6	-5.5	-3.5	-3.1	-2.0
Cc1cc(NC(=O)CSc2nc3ccsc3c(=O)n2Cc2ccccn2)n[nH]1
→ 4.0	.	-7.4	0.2	1.0	21.3	-10.5	-10.4
COc1cc(-c2noc(C)c2C#Cc2ccsc2)cc(OC)c1OC
→ -1.2	.	-2.5	5.0	-4.5	-46.9	12.3	-11.9
CCCNC(=O)N1C[C@H](O)COC[C@H]2O[C@@H](CC(=O)N3CCOCC3)CC[C@@H]21
→ 0.5	0.1	7.4	-2.7	-1.5	3.4	-6.3	12.1
Cc1noc(C)c1CCC(=O)Nc1cc(C(=O)O)ccc1Cl
→ -1.8	0.0	36.4	0.5	-2.1	-5.7	-5.9	.
COc1ccc(CNC(=O)CCC(=O)Nc2nnc(C(F)(F)F)s2)cc1
→ 6.7	-0.7	6.7	3.4	1.5	-10.7	4.1	-2.3
COc1cccc(C(=O)Nc2ccc3c(c2)C(=O)N(C)C[C@@H](OC)[C@@H](C)CN(CC2CC2)[C@H](C)CO3)c1
→ -2.1	-0.1	-6.7	2.1	1.2	-8.2	5.9	-14.5
OC[C@@H]1[C@H](c2ccc(C#Cc3ccccc3F)cc2)[C@H]2CN(CC3CCOCC3)CCCCN12
→ -8.0	0.8	43.8	3.4	2.7	1.1	0.3	0.1
COc1ccc(S(=O)(=O)Nc2ccc3c(c2)CC(=O)N([C@H](C)CO)C[C@@H](C)[C@H](CN(C)S(C)(=O)=O)O3)cc1
→ 0.1	-25.7	1.4	6.8	-0.3	0.2	-3.4	-4.4
C[C@@H]1CCCCO[C@H](CN(C)Cc2ccc(C(=O)O)cc2)[C@@H](C)CN([C@H](C)CO)C(=O)c2cc(N(C)C)ccc2O1
→ -0.4&7.0	0.0&-0.3	-5.0&-14.6&-12.5	-3.4&-1.3&-5.8	1.5&3.7&-4.8	-0.6&-5.2&-10.7	-4.7&5.4&-2.0	1.3&7.6
COc1ccc(CCNCC(=O)Nc2ccc(C)c(S(=O)(=O)N(C)C)c2)cc1
→ 6.3	0.0	2.9	2.3	1.1	2.7	-3.7	6.7
Cc1nc2cc(C(=O)N3CCN(C)CC3)ccc2n1C
→ -6.6	0.1	-5.1	0.6	-8.2	0.1	-7.4	1.4
O=C(COC(=O)c1cccc(Br)c1)NCCNC(=O)COC(=O)c1cccc(Br)c1
→ -1.9	.	-15.6	-2.3	-0.8	5.2	-3.4	.
C/C(=N\Nc1ccc(C(=O)c2c(C)cc3ccccn23)cc1[N+](=O)[O-])c1ccc(O)cc1
→ -1.6	0.0	-8.4	-2.8	-8.2	-14.3	-9.8	-2.4
C[C@H]1CN([C@@H](C)CO)C(=O)Cc2cc(NC(=O)Nc3ccc4c(c3)OCO4)ccc2O[C@@H]1CN(C)CC1CCCCC1
→ -0.7	-0.3	8.6	-3.1	2.1	1.4	-4.5	15.2
O=C(NCCCN1CCCC1=O)Nc1ccccc1Cl
→ 0.7	.	-14.4	5.5	3.2	.	3.4	1.9
Cc1cccc(C)c1Cn1c(C)c(C(=O)NCc2ccc([N+](=O)[O-])cc2)sc1=O
→ 0.4	.	-5.4	-5.2	-4.4	-4.1	-13.7	.
CCOC(=O)Cc1csc(NS(=O)(=O)c2ccc(NC(C)=O)cc2)n1
→ -0.5	.	-10.4	3.0	0.0	3.6	-5.0	-2.4
COc1cccc(-c2ccc([C@H]3[C@H]4CN(S(=O)(=O)c5cccs5)CCCCN4[C@H]3CO)cc2)c1
→ 2.9	-0.5	-7.4	0.2	-0.9	-3.5	11.5	1.1
COc1ccc(NC(=O)Cn2c(=O)n(-c3ccccc3)c(=O)c3oc4ccccc4c32)c(OC)c1
→ .	1.2	.	.	0.3	.	1.2	-0.1
C[C@H](CO)N1C[C@H](C)[C@@H](CN(C)C)OCCCC[C@H](C)Oc2ccc(NS(=O)(=O)c3ccc(Cl)cc3)cc2C1=O
→ 2.0	0.4	-12.0	0.3	-2.4	-5.8	10.0	1.4
CNC(=O)n1cc(C)c(-c2cccs2)n1
→ 3.1	3.8	-18.0	4.7	1.2	.	-6.6	.
Cc1ccc(N2CC(C(=O)Nc3ccc(S(=O)(=O)N4CCOCC4)cc3)CC2=O)cc1Cl (centres undefined)
→ -3.4	.	-3.2	8.1	1.8	11.2	-0.8	-3.6

Three of the entries above in order of their number in RAD52 inh, high to low:
SMILES	CASP6 VEID inh	RAD52 inh	ERp5 inh	PglD inh	esBAF inh	ARNT-TACC3 inh
Cc1noc(C)c1CCC(=O)Nc1cc(C(=O)O)ccc1Cl	-1.8	36.4	0.5	-2.1	-5.7	.
COc1ccc(CCNCC(=O)Nc2ccc(C)c(S(=O)(=O)N(C)C)c2)cc1	6.3	2.9	2.3	1.1	2.7	6.7
C[C@H](CO)N1C[C@H](C)[C@@H](CN(C)C)OCCCC[C@H](C)Oc2ccc(NS(=O)(=O)c3ccc(Cl)cc3)cc2C1=O	2.0	-12.0	0.3	-2.4	-5.8	1.4

The list continues.
Order of results – CASP6 VEID inh	E-sel inducer	RAD52 inh	ERp5 inh	PglD inh	esBAF inh	RAD54 branch	ARNT-TACC3 inh
O=C(c1ccc(F)cc1)N(Cc1ccccc1)C1CCS(=O)(=O)C1 (centres undefined)
→ .	.	.	.	2.8	12.6	9.0	-1.6
COc1cc(OC)c(-c2nc(-c3ccncc3)no2)cc1OC
→ 2.8	.	-19.3	-2.1	2.9	3.9	8.7	-8.3
N[C@@H](Cc1ccccc1)C(=O)N1CCC(C(=O)N[C@@H](Cc2c[nH]c3ccccc23)C(=O)O)CC1
→ -24.0	.	-7.6	0.6	-6.8	-1.8	-4.8	-5.8
CSc1ccc(Oc2cccc3c2S(=O)(=O)N([C@H](C)c2ccccc2)C[C@@H](COCc2ccccc2)O3)cc1C
→ 0.0	0.3	10.3	5.2	.	.	.	.
COc1ccc(NC(=O)c2cccs2)cc1NC(=O)c1ccco1
→ .	1.4	.	.	-0.2	.	2.6	-4.4
CSc1ccccc1NC(=S)N/N=C/c1cccn1Cc1ccc(F)cc1
→ 2.1	1.0	-18.0	-4.0	.	.	.	0.2
CCCOC(=O)c1[nH]c2c(c1C)C(=O)CC(c1ccc(OC)c(OC)c1)C2 (centres undefined)
→ 1.6	.	3.8	6.4	.	.	.	-1.7
COc1ccc(C(=O)O/N=C(\N)c2ccc(OC)c(OC)c2)c(OC)c1
→ .	.	.	.	-9.5	56.1*	2.2	3.5
CSc1ccccc1NC(=O)CN(C)C(=O)C1CC(=O)N(C(C)c2ccccc2)C1 (centres undefined)
→ 0.7	.	-7.1	2.8	-2.5	3.0	12.2	.
CC(Sc1ncn[nH]1)C(=O)Nc1ccc(Cl)cn1 (centres undefined)
→ 0.8	0.5	-12.9	-3.1	-0.3	.	-4.0	2.7
CN(C)C(=O)c1ccc(-c2ccccc2[C@@H]2[C@@H](C#N)N(C(=O)C3CCCC3)[C@@H]2CO)cc1
→ 8.0	0.1	-0.6	0.4	.	.	.	.
Cc1ccc(SC[C@H](Cc2ccccc2)N2CC[C@@H](C)CCC2=O)cc1
→ -0.5	0.1	-12.2	-1.6	4.8	-4.7	-11.7	-8.9
COC(=O)C1CCN(C2CN(Cc3cn(Cc4ccc(C(F)(F)F)cc4)nn3)S(=O)(=O)C2)CC1 (centres undefined)
→ -0.5	-0.1	0.0	6.9	.	.	.	.
Cc1cc(C(=O)OCC(=O)NC(C)C)c(C)o1
→ .	.	.	.	5.6	-6.1	-10.3	1.5
CO[C@@H]1CN(C)C(=O)c2ccc(NC(C)=O)cc2OC[C@@H](C)N(C(=O)C2CCC2)C[C@@H]1C
→ -1.0	0.0	-1.9	-5.4	-2.4	1.5	-8.0	.
CCOC(=O)Cc1[nH]nc2c1C(c1ccoc1)C(C#N)=C(N)O2 (centres undefined)
→ 4.6	.	-18.3	5.8	.	-1.9	.	-19.4
Cc1noc(C)c1NC(=O)Nc1cccc2c1O[C@H](CN(C)C(=O)Nc1ccccc1)[C@@H](C)CN([C@H](C)CO)C2=O
→ -1.6&-3.1	-3.8&0.0	3.5&-17.2	9.8&-1.1	-2.6	-6.4	-4.6	-1.4
COc1ccccc1C(=O)NC1CC(C)(C)NC(C)(C)C1
→ 3.3	.	-13.3	-2.9	-0.2	-7.8	0.8	-11.4

Source: PubChem
